ALOX12 inhib: blocks human 12-lipoxygenase activity | P18054 | purified 12-hLO, xylenol orange hydroperoxide absorbance | Potency, µM (top dose mostly 57.1 µM), without a hit: top-dose activity change, negative = inhibition, hits mostly inhibitors | actives 0.12% (n = 150,000) | AID 1452; note: potency is the fitted concentration of half-maximal effect; nearly all actives have a fitted effect of over 55% in size; many of its hits are not listed in these tables
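Hydroperoxide formation by human 12-lipoxygenase from 40 uM arachidonic acid was followed colorimetrically via ferric-xylenol orange complex, using the 573/405 nm absorbance ratio. Enzyme concentration was 150 nM, with 30 min reaction at room temperature.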
IMPase inh: membrane-permeable compound that blocks inositol monophosphatase; P97697; CHO-M1 cells, IP1 accumulation, HTRF TR-FRET ratio; inhibition (IP1 accumulation), % at 46.1 µM; 120,000 tested, under 10 active; active = well fitted curve in the direction sought with a large enough effect in the signal ratio, not every such curve was filed as active; inconclusive = small, poorly fitted or top-dose-only effect, or a change in a side signal; inactive = no such curve, though single readings can be large or run the other way; the % refers to the signal ratio;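 note: cells stimulated with carbachol in lithium chloride buffer; plate controls were DMSO basal wells for no effect and reference inhibitor wells for full effect; higher means more IMPase inhibition seen as more IP1 and lower FRET ratio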
Target sequence (P97697 whole entry, looked up): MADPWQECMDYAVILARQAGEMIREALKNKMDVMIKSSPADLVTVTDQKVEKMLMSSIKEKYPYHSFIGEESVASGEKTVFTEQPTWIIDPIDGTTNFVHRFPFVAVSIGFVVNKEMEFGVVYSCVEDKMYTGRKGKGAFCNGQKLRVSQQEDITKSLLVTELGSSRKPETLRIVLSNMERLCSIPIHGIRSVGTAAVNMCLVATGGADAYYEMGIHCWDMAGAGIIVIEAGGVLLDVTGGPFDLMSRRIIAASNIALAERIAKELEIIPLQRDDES
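CHO-M1 cells (CHO stably expressing M1 receptor), compound up to 46 uM final, stimulated with carbachol (50 uM as added) in buffer with 50mM LiCl, pH 7.4, 30 min at 37C. Cytosolic IP1 read by TR-FRET; AC50 from Hill fits.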
ALOX15B inhib: inhibitors of human 15-lipoxygenase 2 (ALOX15B); O15296; purified 15hLO-2, xylenol orange hydroperoxide absorbance; Potency, µM (highest dose often 57.1 µM), inactives show at the highest dose activity change, negative = inhibition, most hits filed as inhibitors; actives 0.56% (n = 110,000); note: potency is the fitted concentration of half-maximal effect; nearly all actives have a fitted effect of over 60% in size; many of its hits are not listed in these tables
Target sequence (O15296 whole entry, looked up): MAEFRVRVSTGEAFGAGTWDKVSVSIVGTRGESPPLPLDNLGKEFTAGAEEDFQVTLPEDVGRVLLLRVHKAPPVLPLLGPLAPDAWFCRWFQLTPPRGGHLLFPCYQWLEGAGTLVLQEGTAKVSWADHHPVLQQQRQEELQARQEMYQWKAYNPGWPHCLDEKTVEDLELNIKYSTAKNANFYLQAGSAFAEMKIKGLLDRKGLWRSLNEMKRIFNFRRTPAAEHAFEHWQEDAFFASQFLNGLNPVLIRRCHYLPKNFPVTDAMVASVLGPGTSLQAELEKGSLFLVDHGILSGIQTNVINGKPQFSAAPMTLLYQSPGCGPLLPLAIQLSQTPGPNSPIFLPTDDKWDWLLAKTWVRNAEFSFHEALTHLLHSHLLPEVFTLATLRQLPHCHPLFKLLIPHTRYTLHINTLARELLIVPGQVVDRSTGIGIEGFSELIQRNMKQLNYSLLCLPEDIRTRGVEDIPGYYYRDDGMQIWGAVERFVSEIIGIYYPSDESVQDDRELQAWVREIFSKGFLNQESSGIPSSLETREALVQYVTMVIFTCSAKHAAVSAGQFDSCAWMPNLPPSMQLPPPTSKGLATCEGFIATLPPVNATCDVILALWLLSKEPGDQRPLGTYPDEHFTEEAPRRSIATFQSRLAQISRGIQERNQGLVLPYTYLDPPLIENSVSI
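Purified human 15hLO-2 (50 nM final) preincubated with compounds 15 min at room temperature in 25 mM Hepes pH 7.5, 0.01% Triton X-100, then 45 uM arachidonic acid added for 90 min; hydroperoxide detected via ferrous/xylenol orange, 573/405 nm absorbance ratio.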
PNC inhibitor: perinucleolar compartment assembly inhibition. AID 2417. PC3M PTB-GFP, PNC prevalence imaging, 16 h; active compounds read low. actives 3.1% (n = 140,000). activity change (PNC), negative = inhibition, % at 10 µM;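 active = readout at or below -70, meaning at least 70% loss of cells showing the perinucleolar compartment, a nuclear body marking cancer cells; inconclusive = readout between -30 and a set limit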;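 note: plate controls were DMSO wells for no effect and camptothecin positive control wells for full effect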
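Compounds are pinned in duplicate onto adhered PC3M cells stably expressing GFP-tagged PTB and incubated 16 h at 37 C. Cells are then fixed, nuclei stained with Hoechst, and PNC-positive cells counted.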
Numbers without * were called inactive; ? = inconclusive; / = no result given; [ ] = another dose, or the depositor's remark. Unless noted, calls come from the whole dose curve; as a rule, active = well fitted curve in the direction sought with a large enough effect; inconclusive = small, poorly fitted or top-dose-only effect, or another doubt; inactive = no such curve, though single readings can be large; an effect the other way counts as inactive or inconclusive. Unless noted, % is set by controls: 0 for no effect and ±100 for the full control effect. Some of the compounds tested. The share of hits here may be higher or lower than overall.

ALOX12 inhib	IMPase inh	ALOX15B inhib	PNC inhibitor	Structure
2%	/	/	-11	N#C/C(=C\c1cn(-c2ccccc2)nc1-c1cc2ccccc2o1)c1nc2ccccc2[nH]1
0%	-5	/	?	Cc1nnc(SCC(=O)N2CCOCC2)[nH]c1=O
4%	2	-1%	-11	Cc1ccc(S(=O)(=O)Nc2c(C)n(C)n(-c3ccccc3)c2=O)cc1
-8%	-6	-9%	-6	O=S1(=O)C[C@@H](N2CCOCC2)[C@H](N2CCOCC2)C1
5%	/	/	?	COc1cc(C(=O)NNC(=S)NC(=O)c2ccc(Cl)cc2)cc(OC)c1OC
5%	7	-9%	-108*	Cn1cc(SCC(=O)N2CCOCC2)c2ccccc21
1%	/	/	1	Cc1cccc(COCC(CC(C)C)N2CCN(C(=O)c3ccc(C(F)(F)F)cc3)CCC2=O)c1 (stereo unspecified)
1%	2	-7%	?	Cc1cc(Oc2ccc(=O)n(C)n2)nc(Oc2ccc(=O)[nH]n2)n1
7%	-3	2%	?	CCOC(=O)c1[nH]c(C)c(C(=O)NCc2cccnc2)c1C
2%[11.4 µM]	/	-5%[11.4 µM]	/	C[N+](C)([O-])CCC=C1c2ccccc2CCc2ccccc21
-9%	12	6%	-3	CN(C)S(=O)(=O)N(Cc1ccc(Br)cc1)c1ccccc1
-1%	/	/	21	COc1cc(NC(=S)NNC(=O)CC(C)C)c(OC)cc1Cl
-29%	4	3%	7	COc1ccc(OC)c(Nc2nc(-c3sc(NC(=O)C(C)(C)C)nc3C)cs2)c1
-2%	2	4%	7	Cc1onc(-c2c(F)cccc2Cl)c1C(=O)NC1=NCCS1
-4%	-8	-2%	-2	CC(C)(C)c1ccccc1OCC(=O)NCCC(=O)O
3%	/	/	?	Cc1cccc(N=Nc2ccc(O)c3ncccc23)c1
-7%	8	-9%	23	O=c1[nH]c(CSc2nnc(-c3ccccc3)n2C2CCCCC2)nc2ccccc12
-9%	1	4%	4	Cc1noc(C)c1S(=O)(=O)NCCN1CCN(c2ccccc2)CC1
-4%	/	/	16	O=c1[nH]c(CSc2nc(-c3ccccc3)cs2)nc2ccccc12
3%	3	1%	2	CN(C)CC(=O)Nc1ccc(S(N)(=O)=O)cc1
0%	1	-13%	8	O=C(Nc1cccnc1Cl)c1cc(-c2ccco2)on1
-1%	-2	1%[2.29 µM]	?	C/C(N)=C(\C#N)C(=O)NCCc1ccccn1
3%	/	/	-9	CCOc1ccccc1C(=O)NN1C(=O)C2CCCCC2C1=O (stereo unspecified)
-5%[25.6 µM]	-2[20.6 µM]	-2%[25.6 µM]	/	C[C@H]1[C@@H](O)[C@@H](C)\C=C/C=C\C=C/C=C\C=C/C=C\C=C/[C@@H](O[C@H]2O[C@@H](C)[C@@H](O)[C@@H](N)[C@@H]2O)C[C@@H]2O[C@](O)(C[C@@H](O)C[C@@H](O)[C@@H](O)CC[C@@H](O)C[C@@H](O)CC(=O)O[C@H]1C)C[C@@H](O)[C@H]2C(=O)O (stereo in doubt)
-2%	-3	2%	12	COc1ccc(C(=O)CSc2nnc(CNC(=O)c3ccc(OC)c(OC)c3)n2C)cc1
4%	3	-2%	?	O=C(NCCCN1CCCC1=O)NC12CC3CC(CC(C3)C1)C2
-2%	-5[1.84 µM]	-9%[11.4 µM]	-1	Cc1cccc(-n2nnc(C(=O)Nc3ccc(F)cc3)c2N)c1
3%	4	0%	12	CC1CCCCC1NS(=O)(=O)c1ccc(S(=O)(=O)N2CCN(CCC#N)CC2)cc1 (stereo unspecified)
-1%	-1	/	22	N#CCCN(CCC#N)C(=O)COc1ccc(Cl)cc1Cl
8%	2	-1%	?	C=CCNC(=S)NNC(=O)C(CCCC)CC(C)O (stereo unspecified)
1%	/	/	-28	CCn1cc(Cl)c(C(=O)NNC(=O)CCn2nc(C)c([N+](=O)[O-])c2C)n1
-24%	26	-15%	42	Oc1[nH]c2ccccc2c1C=Nc1ccc2c(c1)OCCO2
-3%	-11	/	321	COc1ccccc1N1CCN(C(=O)c2cc(-c3ccc(Cl)c(Cl)c3)on2)CC1
-7%	0	-7%	-5	CC(=O)Nc1cc(NC(C)=O)cc(C(=O)OCC(=O)N2CC(C)OC(C)C2)c1 (stereo unspecified)
7%	-8	4%	14	CCOC(=O)CNC(=O)CSc1ncnc2c1cnn2-c1ccccc1
1%	/	/	2	CCCN(C(=O)CSc1nc2c(cnn2-c2ccccc2)c(=O)[nH]1)C1CCS(=O)(=O)C1 (stereo unspecified)
-5%	/	/	29	COc1cc(OC)cc(C(=O)N2CCC(C(=O)Nc3ccc4c(c3)OCCO4)CC2)c1
-1%	7	-9%	3	O=C1C=C(NCC2CCCO2)CC(c2ccccc2)C1 (stereo unspecified)
0%	-5	11%	38	CC(C)COP(=O)(c1ccc(N(C)C)cc1)C(O)c1ccncc1 (stereo unspecified)
-5%	-2[1.84 µM]	6%[11.4 µM]	?	COC(=O)c1sccc1NC(=O)Nc1ccc(Cl)c(Cl)c1
4%	-3	-16%	-16	C=CCn1c(=O)c2c3c(sc2n2c(Nc4ccc(C(=O)OCC)cc4)nnc12)CCCC3
3%	7	-8%	50	CCOc1ccc(NCCC#N)cc1
0%	-2	1%	46	C=CCNC(=O)c1onc(CSc2cccc(Cl)c2)c1C(=O)O
-3%	-7	4%	-4	COc1ccccc1NC(=O)c1nn(-c2ccc(F)c(F)c2)ccc1=O
2%	6	7%	81	CCC(CC)C(=O)c1c[nH]c(C(=O)NCCCN2CCOCC2)c1
0%	/	/	3	CCN(CC)S(=O)(=O)c1ccc(Cl)c(NC(=O)c2cc(Cl)cc(Cl)c2)c1
-6%	0	4%	?	C=CCn1c(SCC(=O)Nc2cc(C)c(Cl)cc2OC)nnc1-c1ccco1
-6%	8	-2%	24	CCc1ccc(CCC(=O)Nc2sc(C)c(C)c2C(=O)OC)o1
1%	-2	16%	13	Cc1ccc(C(=O)n2nc(-c3ccccc3)nc2NCc2ccco2)cc1
0%	/	/	?	Cc1ccc(C(=O)NCCn2c(N)c(C#N)c3nc4ccccc4nc32)cc1
-3%	-5	2%	?	O=C(OCC1OC2C(Oc3nc(=O)ccn32)C1O)c1ccccc1 (stereo unspecified)
0%	-4	?	142	N/C(=N\OC(=O)Cc1cccs1)c1ccccc1
-3%	/	/	20	NS(=O)(=O)c1cccc(NC(=O)CCSc2ccc(Cl)cc2)c1
-1%	/	/	-113*	COc1cc(Cc2ccc(N)c(OC)c2)ccc1N
-17%	/	/	-12	CCOCCCNC(=S)Nc1cc(C)cc(C)c1
1%	6	1%	?	O=C(Nc1cccc(-c2nc3ccccc3s2)c1)c1ccc2c(c1)OCO2
-1%	/	/	?	Cc1ccc(Cl)cc1N1CCN(C(=O)c2ccc3nc[nH]c3c2)CC1
-4%	-7	-1%	?	COc1ccc(OC)c(S(=O)(=O)N2CCc3ccccc32)c1
-2%[11.4 µM]	/	5%[11.4 µM]	/	C[C@@H](CS(=O)(=O)Cc1ccccc1)C(N)=O
-1%	10	12%	-101*	CC(=O)Nc1ccc2c(c1)nc(CCN1CCC(C)CC1)n2C

5 compounds picked at random from the list so far, as already listed:
ALOX12 inhib	IMPase inh	ALOX15B inhib	PNC inhibitor	Structure
-29%	4	3%	7	COc1ccc(OC)c(Nc2nc(-c3sc(NC(=O)C(C)(C)C)nc3C)cs2)c1
3%	/	/	-9	CCOc1ccccc1C(=O)NN1C(=O)C2CCCCC2C1=O (stereo unspecified)
-1%	/	/	-113*	COc1cc(Cc2ccc(N)c(OC)c2)ccc1N
-1%	/	/	?	Cc1ccc(Cl)cc1N1CCN(C(=O)c2ccc3nc[nH]c3c2)CC1
-2%	-3	2%	12	COc1ccc(C(=O)CSc2nnc(CNC(=O)c3ccc(OC)c(OC)c3)n2C)cc1

(further entries)
ALOX12 inhib	IMPase inh	ALOX15B inhib	PNC inhibitor	Structure
-4%	/	/	9	Cn1c(=O)c2[nH]c(-c3ccccc3Cl)c(O)c2n(C)c1=O
0%	2	/	-21	N#CCc1ccc(NS(=O)(=O)c2ccc(C3CCCCC3)cc2)cc1
-8%	?	50%[activator]	37	c1ccc2[nH]c(CN3CCN(c4ncnc5c4oc4ccccc45)CC3)nc2c1
2%	/	/	?	CCn1c2ccccc2c2cc(NC(=O)COC(=O)c3cccc(S(=O)(=O)NC)c3)ccc21
-4%	9	/	2	Cc1cccc(NC(=O)CSc2nnc(-c3cc(C)n(-c4ccccc4)c3C)o2)c1C
-1%	2	58%[activator]	20	CC(C)(C)Nc1nc(NC(C)(C)C)nc(-n2ccnc2)n1
-10%[11.4 µM]	/	-18%[11.4 µM]	/	N#CC(C#N)=NNc1ccc2cn[nH]c2c1
2%	/	/	66	COc1ccc(O)c(/C=N/n2c(-c3ccco3)csc2=Nc2cccnc2)c1
-6%	1	-1%	35	COC(=O)CNC(=O)c1ccc2c(c1)S(=O)(=O)c1ccccc1C2=O
3%	?	/	110	CCOC(=O)c1c2n(c3ccc(O)cc13)CCC2
6%	6	0%	46	Cc1nnc(-c2cnn(C)c2N)n1Cc1ccc(Cl)cc1
6%	7	24%	67	COc1ccc(C2C(=O)c3ccccc3C2=Nc2ccc(Br)cc2)cc1 (stereo unspecified)
-3%	2	11%	/	CC1=C(C(=O)O)N2C(=O)[C@@H](NC(=O)[C@@H](N)C3=CCC=CC3)[C@@H]2SC1
-3%	/	/	?	Cc1ccc(NC(=O)CN(C)C(=O)Cn2cc(C(F)(F)F)cc(Cl)c2=O)cc1
-2%	14	6%	52	Cc1cc(C)cc(C(=O)N(c2ccccn2)C(C)c2ccco2)c1 (stereo unspecified)
1%	-2	-4%	11	CC(CCc1ccco1)NC(=O)Nc1cccc(F)c1 (stereo unspecified)
2%	/	/	26	CCc1ccccc1NC(=O)c1ccc(Cn2cc([N+](=O)[O-])cn2)cc1
-25%	12	-11%	4	COC(=O)COc1ccc(Cl)cc1C1Nc2ccccc2C(=O)N1c1ccc(OC)cc1 (stereo unspecified)
-1%	10	/	-4	C=CCNC(=O)c1c(Cl)cccc1Cl
-8%	-1	-18%	4	CC1CCC(NC(=O)Cn2c3c(c(-c4ccccc4Cl)cc2=O)CCC3)CC1 (stereo unspecified)
-1%	7	-6%	36	CCOC(=O)CC(Nc1nc(N2CCOCC2)nc(N2CCOCC2)n1)c1ccccc1Cl (stereo unspecified)
-11%	5	-22%	?	CCOC(=O)c1c(N)sc2c1CCCC2
-6%	4	-6%	-17	Cc1nn(CC#N)c(=O)n1-c1ccccc1
-2%	1	-11%	-24	CCCC(=Nc1ccccc1)C1=C(O)C(C(=O)OC)C(C)(C)CC1=O (stereo unspecified)
?	/	/	24	NNc1nc2ccc(F)cc2s1
-3%	/	-29%[0.0915 µM]	-21	C#C[C@]1(O)CC[C@H]2[C@@H]3CCc4cc(O)ccc4[C@H]3CC[C@@]21C
4%	-4	-9%	24	Cc1cccc(C(=O)NC2CCN(C(=S)NCc3ccco3)CC2)c1
-9%	-7	-3%	21	COc1ccc(C(NC(=O)c2ccco2)c2ccc(OC)c(OC)c2)cc1 (stereo unspecified)
-3%	?	-8%	8	O=C(O)c1cc(S(=O)(=O)N2CCCCCC2)c(Cl)cc1Cl
-26%	7	34%[activator]	30	COc1ccc(OC)c(-c2cc(C3CCN(c4ncccc4[N+](=O)[O-])CC3)[nH]n2)c1
7%	21	62%[activator]	?	CN1CCN(CC#CCn2c3ccccc3c3ccccc32)CC1
-13%	/	/	-12	Cc1cc(C)c2[nH]c(=O)c(CN(Cc3cccs3)C(=S)NCc3ccco3)cc2c1
4%	-2	-9%	?	O=C(NCc1ccco1)[C@@H]1CCCN1C(=O)c1cccs1
4%	9	4%	17	C=CCn1c(SCC(=O)NC2CCCCC2)nnc1C1CCCCC1
0%	0	-16%	?	COc1cccc(N2CC34C=CC(O3)C(C(=O)O)C4C2=O)c1 (stereo unspecified)
-4%	/	/	29	COc1ccc(NC(C)C(=O)Nc2cc(C(F)(F)F)ccc2N2CCOCC2)c(OC)c1 (stereo unspecified)
